IDE inh – cellular human IDE inhibition. P14735. HEK cells, FAbetaB cleavage, fluorescence polarization. inhibition, % at 5.59 µM. 320,000 tested, 0.41% active. AID 434962;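 active = percent inhibition above the average of all tested compounds plus 3 SD, set per screening campaign, cut at about 16% in these data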;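 note: IDE supplied by intact live HEK cells; FP after avidin binding of uncleaved biotin substrate so inhibition keeps polarization high; 0% = DMSO wells and 100% = 60 µM reference IDE inhibitor Ii1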
CHRM5 PAM – CHRM5 positive allosteric modulation. P08912. CHO-K1 hM5, Fluo-8 calcium, ACh EC20 PAM; 0% = ACh EC20, 100% = ACh EC100. activation, % at 3 µM. 360,000 tested, 0.3% active. AID 624038;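 active = activation above the run cutoff, the mean activation of all test compounds plus 3 SD, cut at about 18% in these data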
Target sequence (P08912 whole entry, looked up): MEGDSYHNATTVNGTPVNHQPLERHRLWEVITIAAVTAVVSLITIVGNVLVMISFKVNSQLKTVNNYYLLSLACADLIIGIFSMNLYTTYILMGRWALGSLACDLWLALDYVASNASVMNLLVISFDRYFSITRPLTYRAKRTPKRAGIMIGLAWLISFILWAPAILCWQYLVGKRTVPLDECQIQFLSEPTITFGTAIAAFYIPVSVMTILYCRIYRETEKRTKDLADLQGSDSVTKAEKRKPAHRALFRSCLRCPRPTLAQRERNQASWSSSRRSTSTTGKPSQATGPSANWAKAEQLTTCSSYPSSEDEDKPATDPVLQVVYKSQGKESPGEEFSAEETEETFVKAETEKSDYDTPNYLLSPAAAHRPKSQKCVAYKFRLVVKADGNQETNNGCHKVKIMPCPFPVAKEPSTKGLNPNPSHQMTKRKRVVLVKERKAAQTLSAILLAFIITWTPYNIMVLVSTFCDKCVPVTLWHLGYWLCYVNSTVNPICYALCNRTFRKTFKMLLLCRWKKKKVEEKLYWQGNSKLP
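System – CHO-K1 hM5 cells · Compound – 3 µM, single dose · Incubation – compound preincubation 140 s before EC20 acetylcholine addition · Technique – Fluo-8 calcium fluorescence · Measure – Max/basal fluorescence ratio as % of EC20–EC100 ACh window · Benchmarks – low control EC20 acetylcholine (0%), high control EC100 acetylcholine (100%) · Replication – singlicate, one well per test compound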
CHRM4 agonist – CHRM4 agonism in calcium assay; AID 624127; 360,000 tested, 0.14% active; CHO-K1 hM4/Gqi5, Fluo-8 calcium fluorescence; vehicle 0%, full acetylcholine response 100%; P08173; activation, % at 3 µM;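 active = activation above the run mean over all test wells plus 3 SD, cut at about 32% in these data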;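 note: peak over basal fluorescence ratio per well then scaled between controls; 0% = DMSO wells and 100% = acetylcholine at EC100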
Target sequence (P08173 whole entry, looked up): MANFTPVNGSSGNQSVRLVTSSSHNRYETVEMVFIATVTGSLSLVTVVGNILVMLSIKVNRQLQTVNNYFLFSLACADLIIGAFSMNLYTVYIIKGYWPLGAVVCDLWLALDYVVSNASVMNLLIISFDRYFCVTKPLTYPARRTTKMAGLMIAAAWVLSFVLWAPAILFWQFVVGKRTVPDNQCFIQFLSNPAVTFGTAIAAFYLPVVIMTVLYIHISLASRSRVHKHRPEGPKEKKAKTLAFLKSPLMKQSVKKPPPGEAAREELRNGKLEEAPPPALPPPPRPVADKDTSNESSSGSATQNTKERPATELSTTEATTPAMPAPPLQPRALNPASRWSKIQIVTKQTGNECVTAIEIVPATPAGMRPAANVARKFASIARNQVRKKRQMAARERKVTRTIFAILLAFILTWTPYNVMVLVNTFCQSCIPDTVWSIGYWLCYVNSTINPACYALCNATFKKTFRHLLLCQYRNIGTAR
M5 ag – CHRM5 agonism in calcium assay. P08912. CHO-K1 hM5 cells, Fluo-8 calcium fluorescence; 0% DMSO wells, 100% maximal acetylcholine response. activation, % at 3 µM. 360,000 tested, 0.19% active. AID 624037;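 active = activation above the run's mean over test compounds plus 3 SD, cut at about 23% in these data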;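 note: signal is peak over basal fluorescence ratio across the kinetic read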
M4 antag – CHRM4 antagonism in calcium assay; 360,000 tested, 0.73% active; P08173; CHO-hM4 cells, ACh EC80, Fluo-8 calcium fluorescence; inhibition, % at 3 µM;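 active = inhibition above its plate's cutoff, the mean inhibition of sample wells plus 3 SD, cut at about 27% in these data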;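 note: 0% = acetylcholine EC80 with DMSO and 100% = DMSO without agonist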
CRFBP-R2 agonist – agonists of human CRF-binding protein/CRF-R2 receptor complex | HEK293 CRF-R2/CRF-BP, calcium dye fluorescence (FLIPR); percent of saturating CRF peptide response | activation, % at 13.2 µM | 350,000 tested, 0.46% active;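 active = activation of at least 50%, plus an integration ratio under a set limit after plate pattern correction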;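 note: plate controls were neutral control wells without compound for no effect and CRF at EC100 for full effect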
M5 antag – antagonists of human muscarinic M5 receptor (CHRM5). CHO-hM5 cells, Fluo-8 calcium fluorescence, ACh EC80. inhibition, % at 3 µM. 360,000 tested, 0.59% active. AID 624040;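 active = inhibition above a per-plate cutoff, the mean of that plate's test compounds plus 3 SD, cut at about 27% in these data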;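 note: 0% = acetylcholine EC80 with DMSO and 100% = DMSO without agonist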
CRFR2-BP antag – CRF-BP/CRF-R2 complex antagonism; 350,000 tested, 0.59% active; AID 588475; inhibition, % at 11.8 µM; HEK293 CRF-R2/CRF-BP, CRF-induced calcium fluorescence;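 active = inhibition of the ligand-induced calcium signal above about 50% at the single tested concentration, limit read from the data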
CHRM4 PAM – CHRM4 positive allosteric modulation; P08173; CHO-K1 hM4/Gqi5, Fluo-8 calcium fluorescence, ACh EC20; 0% = ACh EC20, 100% = maximal ACh; activation, % at 3 µM; 360,000 tested, 0.4% active;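 active = activation above its plate's cutoff, the mean activation of sample wells plus 3 SD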; note: some results filed as inactive read as strong as hits
Starred values were filed as active, the others as inactive; nt = no result given. Outcome played no part in choosing rows (roughly 2.9% active in at least one column).

| Structure | CHRM4 agonist | IDE inh | CRFBP-R2 agonist | M4 antag | CRFR2-BP antag | CHRM4 PAM | CHRM5 PAM | M5 antag | M5 ag |
| --- | --- | --- | --- | --- | --- | --- | --- | --- | --- |
| CCOc1ccc(N2C(=O)c3cccnc3C2Nc2ccc(OC)cc2)cc1 (stereo unspecified) | 0 | 4 | 0.8 | 7 | -9 | -2 | -1 | 12 | -2 |
| O=S1(=O)CCOC[C@H](CC2CCCCC2)N1Cc1cccc(F)c1 | -2 | -1 | -0.2 | -12 | -4 | 5 | 8 | 5 | -5 |
| Nc1n[nH]c(C2CCCCC2)n1 | 0 | 1 | 0.0 | 13 | 13 | -2 | 3 | 7 | 0 |
| Cc1nc2ccc(C(=O)c3ccccc3)cc2[nH]1 | 1 | 1 | -1.3 | -5 | -6 | 8 | -3 | -1 | -6 |
| O=C(Nc1ccc(O)cc1)c1ccc2c(c1)C(=O)N(N1C(=O)c3ccccc3C1=O)C2=O | 1 | -2 | -1.0 | -6 | 1 | 4 | -1 | -9 | -2 |
| O=[N+]([O-])c1cccc(COc2cccc(CO)c2)c1 | 1 | nt | -1.1 | -9 | 1 | 0 | 4 | -15 | 0 |
| CCOc1ccc(Cn2nnc(C(=O)Nc3cc(OC)cc(OC)c3)c2N)cc1 | 7 | -2 | 3.9 | -11 | -27 | -5 | -5 | 4 | 4 |
| CC(C)(C)c1ccc(C(=O)N2CCC(C(=O)NCCC3=CCCCC3)CC2)cc1 | 2 | 0 | -0.5 | 14 | 14 | 0 | 0 | -4 | 1 |
| Cc1cc(C)c(C)c(S(=O)(=O)NCC(=O)O)c1C | 0 | -1 | -2.1 | 4 | 12 | 1 | -6 | 14 | -3 |
| COc1ccccc1Nc1nc2nonc2nc1N1CCC(C)CC1 | 0 | 1 | 1.7 | -6 | -11 | -2 | -3 | 0 | -2 |
| O=C(Nc1cccc2ccccc12)c1ccc(Br)o1 | 0 | nt | 24 | -8 | -58 | 1 | 1 | 1 | -6 |
| CC(C)[C@H](NC(=O)Nc1cccc(Br)c1)C(=O)O | 0 | -1 | 3.7 | 3 | -11 | -4 | 4 | 1 | -2 |
| CCC1Nc2ncnc(N3CCOCC3)c2N(Cc2ccccc2)C1=O (stereo unspecified) | 0 | 3 | -1.1 | -2 | 5 | 5 | 0 | 11 | 0 |
| COc1cccc(-c2cnc(C(O)c3ccc(CN4CCCC4)cc3)[nH]2)c1 (stereo unspecified) | 0 | nt | nt | -3 | nt | -4 | -3 | 5 | -3 |
| C/C(=N\NC(=O)c1cc2ccccc2cc1O)c1ccc(C)o1 | 2 | -6 | -2.6 | 4 | 14 | 8 | -1 | 3 | -1 |
| O=C1CN(C(=O)C2CCC(=O)N(CCc3ccc(Cl)cc3)C2)CCN1 (stereo unspecified) | 1 | -2 | -1.1 | 4 | -5 | 4 | -2 | -5 | -2 |
| O=C(Nc1ccc(Sc2ccc(Br)cc2)cc1)c1ccco1 | 1 | 18* | -0.5 | 7 | 3 | -10 | -7 | 5 | -3 |
| Cc1nnc(SCC(=O)NCc2ccccc2Cl)n(N)c1=O | 0 | 2 | -0.2 | 6 | -2 | 2 | 0 | 2 | -3 |
| CSc1ccccc1NC(=O)CN(C)CC(=O)c1[nH]c(C)c(C(C)=O)c1C | 4 | 5 | 0.1 | 0 | -8 | -2 | -3 | 23 | 2 |
| Cn1c(COc2ccc(F)cc2)nnc1SCC(=O)NC1CC1 | 0 | 2 | -0.6 | -7 | -3 | 0 | -2 | 3 | -4 |
| C/C=C/c1ccc(OCC(=O)Nc2ccncc2)c(OC)c1 | 15 | 0 | -0.9 | 6 | -2 | -9 | -14 | 24 | 6 |
| CCCc1[nH]nc2c1C(c1ccc(OC(=O)N3CCOCC3)c(OC)c1)C(C#N)=C(N)O2 (stereo unspecified) | 0 | 1 | -0.7 | 3 | 0 | 1 | -6 | 5 | 1 |
| CCOc1ccccc1-n1c(SCC(N)=O)nc2ccccc2c1=O | 1 | 8 | -0.6 | 9 | -3 | 5 | -3 | -4 | 2 |
| O=C(c1ccc(Cl)c(S(=O)(=O)NCc2ccccc2)c1)N1CCN(c2ccccn2)CC1 | 23 | 2 | -1.6 | 14 | -2 | -12 | -16 | 13 | 5 |
| CCN(CC)S(=O)(=O)c1ccc(NN=C2CCN(C(C)C)CC2)c([N+](=O)[O-])c1 | 0 | 0 | -0.6 | 15 | -10 | 3 | -3 | 10 | -4 |
| CCC(C)COC(c1ccccc1)(c1ccccc1)C(Oc1nc(C)cc(C)n1)C(=O)O (stereo unspecified) | 0 | -1 | 4.0 | -10 | 12 | 1 | 0 | 11 | -1 |
| O=C(NCc1cc(F)ccc1F)C1CCC(=O)N(C2CCCCCC2)C1 (stereo unspecified) | 1 | 6 | -2.8 | 12 | 7 | -12 | -9 | 21 | -4 |
| CCC(=O)Nc1c(C#N)c2nc3ccccc3nc2n1-c1ccc(C)cc1 | 1 | nt | 2.1 | 4 | -8 | 3 | -1 | 7 | 1 |
| CN1CCN(Cc2cc(COCc3ccccc3)c3cccnc3c2O)CC1 | 1 | 1 | 0.3 | -1 | -59 | 4 | -5 | 1 | -9 |
| C=Cn1nc(C)c2ccccc2c1=O | 0 | 6 | -1.9 | 5 | -11 | 4 | 1 | 4 | -3 |
| O=S(=O)(Nc1ccccc1)c1ccc2c(c1)CCO2 | 1 | 2 | -2.2 | -1 | 4 | 3 | 8 | -5 | -7 |
| COc1cc(F)c(C(=O)NC(C)(C)CO)cc1OC | 1 | 4 | -0.5 | 4 | -1 | 4 | 6 | 8 | 1 |
| C#CCNC(=O)C[C@@H]1C[C@@]2(C(=O)OC)CCCCC=C2N(Cc2ccc(Cl)cc2Cl)C1=O | 2 | nt | nt | -6 | nt | 1 | 1 | -6 | 0 |
| CC1=C(C(=O)N(C(C)C)C(C)C)CC(CC(=O)NC2CCCC2)C(=O)N1CCCN1CCCC1=O (stereo unspecified) | 0 | nt | nt | 1 | nt | 5 | -2 | 1 | 1 |
| CCOCCCN(C(=O)Cn1nnc(-c2ccc(OC)c(OC)c2)n1)C(CC)C(=O)NC1CCCC1 (stereo unspecified) | 0 | 4 | -2.4 | -4 | 5 | 3 | 10 | -2 | -1 |
| COc1cccc(-c2nnc(-c3ccccc3[N+](=O)[O-])o2)c1 | 1 | -5 | -1.6 | 4 | 1 | -5 | -1 | -2 | -2 |
| CC1CCCCN1C(=S)NC(=O)c1ccccc1 (stereo unspecified) | 0 | -3 | -0.2 | 8 | -4 | 7 | 3 | -1 | 2 |
| Nc1nnc(-c2ccc(Cl)c([N+](=O)[O-])c2)s1 | 0 | 4 | -1.5 | -2 | 4 | -5 | 8 | 1 | -4 |
| CCCCNC(=O)C1(C)CCCCN1C(=O)c1cccc(OC(F)(F)F)c1 (stereo unspecified) | 1 | nt | nt | -12 | nt | 0 | -8 | 18 | 2 |
| CCn1c(SCC(=O)OC)nnc1-c1ccncc1 | 1 | -6 | 0.9 | -3 | 8 | 4 | 10 | -4 | -5 |
| Cc1cccc(N2C(=O)C3C4C=CC(C4)C3C2=O)c1 (stereo unspecified) | 0 | 0 | 0.0 | 9 | 3 | 2 | -4 | -1 | -4 |
| CN1C(=O)CSc2ccc(NC(=O)NCc3ccc(F)cc3)cc21 | 11 | -3 | -0.9 | -14 | 17 | -6 | -4 | -4 | 5 |
| COC1=C(C)C(=O)C2=C(C1=O)C1C3CC4=C(C(=O)C(OC)=C(C)C4=O)C(CNC(=O)C(C)=O)N3C(C#N)C(C2)N1C (stereo unspecified) | 4 | nt | -2.3 | -3 | 18 | 1 | -7 | 2 | 6 |
| COc1ccc(-n2cc(-c3ccccc3)c3c(N4CCOCC4)ncnc32)cc1 | 14 | 2 | -2.4 | 12 | 6 | -12 | -14 | 14 | 2 |
| CCOC(=O)C(C)Sc1nnc(NC(=O)c2cccc([N+](=O)[O-])c2C)s1 (stereo unspecified) | 3 | -3 | -1.4 | -2 | -14 | -2 | 0 | -6 | 5 |
| COc1cc(C(=O)NCCN2CCCC2)cc(OC)c1OC | -1 | 5 | -3.0 | 0 | 19 | -1 | -2 | 1 | -1 |
| Cc1ccc2cc(C#N)c(N3CCN(C)CC3)nc2c1 | 0 | 6 | 0.6 | 2 | 20 | -3 | 1 | -1 | -3 |
| CCS(=O)(=O)n1nc(-c2ccc(OC)cc2)nc1N | 0 | 2 | -0.7 | 4 | 0 | -2 | 7 | 10 | 3 |
| N/C(Cc1ccc(Cl)cc1Cl)=N\OC(=O)c1ccccc1 | 0 | -4 | -1.0 | -6 | -1 | 3 | 4 | -13 | -3 |
| Nc1c(C(=O)N2CCCC2)sc2nc(-c3ccccc3)ccc12 | 2 | 0 | -1.4 | -10 | -11 | 16 | -3 | 7 | -1 |

Complete entries from above.
Shown for CN1C(=O)CSc2ccc(NC(=O)NCc3ccc(F)cc3)cc21 → CHRM4 agonist = 11; IDE inh = -3; CRFBP-R2 agonist = -0.9; M4 antag = -14; CRFR2-BP antag = 17; CHRM4 PAM = -6; CHRM5 PAM = -4; M5 antag = -4; M5 ag = 5
Shown for CN1CCN(Cc2cc(COCc3ccccc3)c3cccnc3c2O)CC1 → CHRM4 agonist = 1; IDE inh = 1; CRFBP-R2 agonist = 0.3; M4 antag = -1; CRFR2-BP antag = -59; CHRM4 PAM = 4; CHRM5 PAM = -5; M5 antag = 1; M5 ag = -9

3 records drawn at random from those above, as already listed:
| Structure | CHRM4 agonist | IDE inh | CRFBP-R2 agonist | M4 antag | CRFR2-BP antag | CHRM4 PAM | CHRM5 PAM | M5 antag | M5 ag |
| --- | --- | --- | --- | --- | --- | --- | --- | --- | --- |
| CCCCNC(=O)C1(C)CCCCN1C(=O)c1cccc(OC(F)(F)F)c1 (stereo unspecified) | 1 | nt | nt | -12 | nt | 0 | -8 | 18 | 2 |
| Nc1c(C(=O)N2CCCC2)sc2nc(-c3ccccc3)ccc12 | 2 | 0 | -1.4 | -10 | -11 | 16 | -3 | 7 | -1 |
| COc1ccccc1Nc1nc2nonc2nc1N1CCC(C)CC1 | 0 | 1 | 1.7 | -6 | -11 | -2 | -3 | 0 | -2 |

The list goes on:
| Structure | CHRM4 agonist | IDE inh | CRFBP-R2 agonist | M4 antag | CRFR2-BP antag | CHRM4 PAM | CHRM5 PAM | M5 antag | M5 ag |
| --- | --- | --- | --- | --- | --- | --- | --- | --- | --- |
| O=C(OCC(=O)N1CCCC1)c1cncc(Br)c1 | 0 | 1 | 0.5 | 2 | -5 | 0 | 1 | 0 | 0 |
| Cc1oc(-c2cccc(F)c2)nc1CN1CCCCC1CCn1cccn1 (stereo unspecified) | 2 | -3 | -0.2 | -12 | -8 | 5 | 2 | -2 | -6 |
| O=C1C=C(Nc2ccccc2O)c2ccccc2C1=O | 7 | 0 | 4.8 | 5 | 16 | -7 | -9 | 5 | 2 |
| O=c1[nH]c(=O)c2nnc(N/N=C/c3ccccc3F)nc2[nH]1 | 0 | 2 | 1.6 | 0 | -12 | -1 | 2 | 7 | 4 |
| O=C(COC(=O)c1cccc(O)c1)Nc1ccc(OC(F)F)cc1 | 4 | 7 | -3.1 | 2 | -8 | -7 | 4 | 11 | 2 |
